# Siah-1 displacement: blockers of Siah-1 interaction with plectin peptide – biochemical, fluorescence polarization, rhodamine-plectin, uHTS, primary screen (AID 1817); Siah-1 / rhodamine-plectin peptide fluorescence polarization; higher % means a stronger effect; one-dose displacement, % at 20 µM; IC50 in µM for titrated hits; 290,000 tested, 0.02% active;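 active = displacement of at least 50% at 20 µM, with a fluorescence ratio check between 0.3 and a set limit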;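 note: plate controls were Siah plus tracer with DMSO for no effect and tracer alone without Siah for full effect; strong numbers were not always called active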
# LYP phosphatase: inhibitors of LYP phosphatase, biochemical, fluorescence intensity, uHTS (AID 1779) | recombinant LYP phosphatase, fluorescence intensity; higher % means a stronger effect | inhibition, % at 11.5 µM, or IC50 in µM where a hit was titrated | 290,000 tested, 0.054% active; in the data active = inhibition above about 50%;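 note: plate controls were vehicle with enzyme for no effect and no enzyme for full effect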
# Myeloid diff MLP: myeloid differentiation induction; ER-HoxA9 myeloid progenitors, lysozyme-GFP differentiation, flow cytometry; calls only at 10 µM; 360,000 tested, 1% active; AID 624256;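 active = normalized GFP-positive differentiation at or above the plate's own cutoff, the solvent-only control mean plus 3 SD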;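 note: cells exposed to compound for four days before flow analysis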
# GPR35 antagonists: inhibition of zaprinast-stimulated GPR35 beta-arrestin translocation – imaging, U2OS, beta-arrestin-GFP, zaprinast agonist, primary screen (AID 2058) | U2OS GPR35 beta-arrestin-GFP translocation imaging, zaprinast antagonism; higher % means a stronger effect | inhibition, % at 10 µM; hits with a dose series show IC50 in µM | 290,000 tested, 0.052% active;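 active = inhibition of at least 50% with at least 30 cells and total cytoplasm GFP at most 10,000,000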
# Salmonella PhoP GFP: inhibitors of PhoP regulon expression, primary screen, Salmonella Typhimurium, GFP reporter (AID 1863) | S. Typhimurium PhoP-regulated promoter GFP reporter, 4 h; higher % means a stronger effect | 300,000 tested, 0.16% active | one-dose inhibition, % at 50 µM; IC50 in µM for titrated hits;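 active = inhibition over 29.93%, a cutoff 3 SD above the screen mean, later confirmed by dose response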;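 note: 0% = low Mg2+ inducing control and 100% = high Mg2+ repressing control; strong numbers were not always called active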
# MgcRacGAP inhibition: MgcRacGAP GTPase-activating activity inhibitors, confirmation, biochemical, ADP Hunter fluorescence | 340,000 tested, 0.6% active | inhibition, % at 30 µM; hits with a dose series show IC50 in µM | MgcRacGAP-stimulated Rac1 GTP hydrolysis, ADP Hunter fluorescence; higher % means a stronger effect; GST-tagged Rac1 F28L mutant substrate | AID 624330;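 active = first-screen hits whose inhibition reached a set limit at any dose in the follow-up dose series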;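 note: fluorescence reports GDP produced by GAP-driven GTP hydrolysis; strong numbers were not always called active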
# NTR1 ag: agonists of NTR1, primary screen, imaging, U2OS cells, beta-arrestin-GFP, high content (AID 493036). P30989. NTR1-U2OS beta-arrestin-GFP spot imaging, agonist mode. activation, % at 20 µM. 330,000 tested, 0.17% active;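 active = activation at or above 40% of the spot to cytoplasm intensity ratio, with at least 20 cells analyzed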;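 note: 0% = DMSO without peptide and 100% = 100 nM NTR1 peptide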
# Target sequence (P30989 whole entry, looked up): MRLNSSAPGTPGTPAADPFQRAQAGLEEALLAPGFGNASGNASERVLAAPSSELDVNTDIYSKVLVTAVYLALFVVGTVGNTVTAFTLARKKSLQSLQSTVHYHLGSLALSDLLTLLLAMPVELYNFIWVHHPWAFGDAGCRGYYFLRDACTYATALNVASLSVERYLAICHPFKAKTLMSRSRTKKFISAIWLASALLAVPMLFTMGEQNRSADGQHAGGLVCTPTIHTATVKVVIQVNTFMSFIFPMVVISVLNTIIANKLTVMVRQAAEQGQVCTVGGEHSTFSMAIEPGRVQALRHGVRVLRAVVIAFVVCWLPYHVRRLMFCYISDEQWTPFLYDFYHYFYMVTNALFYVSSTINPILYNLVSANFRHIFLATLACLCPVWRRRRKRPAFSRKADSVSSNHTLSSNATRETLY
# GPR55 LPI antagonism: GPR55 antagonists blocking LPI-driven arrestin recruitment, primary screen, imaging, U2OS, beta-arrestin-GFP, LPI agonist (AID 2013). 290,000 tested, 0.13% active. inhibition, % at 10 µM, or IC50 in µM where a hit was titrated. U2OS GPR55 beta-arrestin-GFP translocation imaging, LPI antagonism; higher % means a stronger effect;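 active = spots per cell inhibited over 60%, with over 100 cells counted and total cytoplasm intensity under 500,000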;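 note: U2OS cells stably carrying GPR55 and arrestin-GFP stimulated by 5 µM LPI near EC80; imaged beta-arrestin-GFP aggregate spots per cell after agonist stimulation; plate controls were LPI-stimulated DMSO wells for no effect and DMSO wells without LPI for full effect; some results filed as inactive read as strong as hits; confirmed hits need IC50 under 10 µM and bright autofluorescent wells are also inconclusive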
# HIV peptide binding: inhibitors of HIV fusion peptide binding, primary screen, biochemical, uHTS, fluorescence dequenching (AID 1986); cell-free peptide binding, fluorescence dequenching, 30 min; higher % means a stronger effect; inhibition, % at 20 µM, or IC50 in µM where a hit was titrated; 290,000 tested, 0.3% active; in the data active = inhibition mostly above about 52%, no sharp cut-off; inactive = mostly below about 76%; note: some results filed as inactive read as strong as hits
# NTR1 ag cell count 20 µM: recorded beside NTR1 ag, whose call it bears; cell count; measured here: cell count, cytotoxicity flag
# Myeloid diff MLP GFP+ MAC1+ %: further read-out of Myeloid diff MLP, marked with its call; GFP+ MAC1+ double positive, %; measured here: differentiation confirmed by MAC1 staining
# * hit, by the source's call; i = inactive; nt = not tested or not shown; + = active, no number; & = joins results of further samples. The list is partial; the hit share may differ from the screen's.
nr	molecule	Siah-1 displacement	LYP phosphatase	Myeloid diff MLP	Myeloid diff MLP GFP+ MAC1+ %	GPR35 antagonists	Salmonella PhoP GFP	MgcRacGAP inhibition	NTR1 ag	NTR1 ag cell count 20 µM	GPR55 LPI antagonism	HIV peptide binding
1	CC1CCC(C(=O)NC(C(=O)N2CCC3(CC2)OCCO3)C(C)C)CC1 (configuration not stated)	2%	-12%	i	2.3	-1%	6%	5%	0.0	85	-6%	-2.9%
2	Clc1ccccc1CN1CCN(c2ccccc2)CC1	5%	-6%	i	1.1	-5%	13%	14%	0.9	45	4%	0.1%
3	COc1cccc(-n2c(/C=C/c3ccccn3)nc3ccccc3c2=O)c1	-5%	-4%	i	1.1	6%	6%	15%	0.4	57	12%	1.2%
4	CC(C(=O)c1cn(C)c2ccccc12)c1ccccc1 (configuration not stated)	0%	0%	i	1.9	8%	-6%	3%	0.1	54	-2%	-0.9%
5	CCCC(=O)c1ccc(CP(=O)(OCC)OCC)o1	0%	-5%	i	0.7	3%	0%	5%	4.2	51	13%	-1.2%
6	CCc1ccc(N2C(=O)NC(=O)/C(=C\C=C\c3ccco3)C2=O)cc1	3%	3%	i	0.6	13%	-11%	11%	31	52	2%	90%
7	CCCCC/C=C\C/C=C\C/C=C\C/C=C\CCCC(=O)Nc1ccc(O)cc1	0%	8%	nt	nt	34%	7%&-8%	nt	nt	nt	4%	0.1%
8	CCCCOc1nc2ccccc2c(=O)n1-c1ccccc1	3%	0%	i	0.1	12%	3%	7%	2.5	56	34%	1.1%
9	O=C1CCCC2C3CCCN4CCCC(CN12)C34 (configuration not stated)	-2%	-9%	i	3.1	-6%	-4%	-6%	-0.4	85	11%	-2.2%
10	COc1ccc(C(CNC(=O)Cc2ccc(Cl)c(Cl)c2)N(C)C)cc1 (configuration not stated)	-5%	2%	i	0.4	6%	-4%	6%	-1.3	55	0%	0.9%
11	CC[N+](CC)(CC#CCO)CC#Cc1ccccc1	-10%	-7%	i	0.2	-1%	6%	9%	1.4	39	-2%	-1.1%
12	Cc1ccc(N2CCN(CCc3ccccc3)CC2)cc1	0%	-10%	i	4.7	17%	26%	12%	0.9	52	2%	14%
13	N/C(=N\N=C/c1ccc(-c2ccc(O)c(C(=O)O)c2)o1)N[N+](=O)[O-]	22%	0%	i	4.5	-11%	-5%	30%	1.1	78	26%	-3.4%
14	CNC(=O)Oc1ccc2ncccc2c1	16%	-3%	i	0.2	-1%	6%	9%	1.5	54	-1%	-1.3%
15	N=C1c2ccccc2CN1c1ncccn1	-2%	-10%	i	1.5	-6%	-9%	-9%	2.5	37	1%	-1.3%

# Entries of single compounds as entered above. Order of screens: Siah-1 displacement | LYP phosphatase | Myeloid diff MLP | Myeloid diff MLP GFP+ MAC1+ % | GPR35 antagonists | Salmonella PhoP GFP | MgcRacGAP inhibition | NTR1 ag | NTR1 ag cell count 20 µM | GPR55 LPI antagonism | HIV peptide binding
# `O=C1CCCC2C3CCCN4CCCC(CN12)C34` (configuration not stated) in the list: -2% | -9% | i | 3.1 | -6% | -4% | -6% | -0.4 | 85 | 11% | -2.2%
# `CC[N+](CC)(CC#CCO)CC#Cc1ccccc1` in the list: -10% | -7% | i | 0.2 | -1% | 6% | 9% | 1.4 | 39 | -2% | -1.1%
# `Cc1ccc(N2CCN(CCc3ccccc3)CC2)cc1` in the list: 0% | -10% | i | 4.7 | 17% | 26% | 12% | 0.9 | 52 | 2% | 14%
# `Clc1ccccc1CN1CCN(c2ccccc2)CC1` in the list: 5% | -6% | i | 1.1 | -5% | 13% | 14% | 0.9 | 45 | 4% | 0.1%
# `CCc1ccc(N2C(=O)NC(=O)/C(=C\C=C\c3ccco3)C2=O)cc1` in the list: 3% | 3% | i | 0.6 | 13% | -11% | 11% | 31 | 52 | 2% | 90%

# Among those listed so far, 2 contain an aryl methoxy group:
nr	molecule	Siah-1 displacement	LYP phosphatase	Myeloid diff MLP	Myeloid diff MLP GFP+ MAC1+ %	GPR35 antagonists	Salmonella PhoP GFP	MgcRacGAP inhibition	NTR1 ag	NTR1 ag cell count 20 µM	GPR55 LPI antagonism	HIV peptide binding
3	COc1cccc(-n2c(/C=C/c3ccccn3)nc3ccccc3c2=O)c1	-5%	-4%	i	1.1	6%	6%	15%	0.4	57	12%	1.2%
10	COc1ccc(C(CNC(=O)Cc2ccc(Cl)c(Cl)c2)N(C)C)cc1 (configuration not stated)	-5%	2%	i	0.4	6%	-4%	6%	-1.3	55	0%	0.9%

# Look-ups from above.
# HIV peptide binding result of `COc1cccc(-n2c(/C=C/c3ccccn3)nc3ccccc3c2=O)c1` reads 1.2%
# Myeloid diff MLP GFP+ MAC1+ % result of `CC[N+](CC)(CC#CCO)CC#Cc1ccccc1` reads 0.2
# Myeloid diff MLP GFP+ MAC1+ % result of `N/C(=N\N=C/c1ccc(-c2ccc(O)c(C(=O)O)c2)o1)N[N+](=O)[O-]` reads 4.5

# The listing continues.
nr	molecule	Siah-1 displacement	LYP phosphatase	Myeloid diff MLP	Myeloid diff MLP GFP+ MAC1+ %	GPR35 antagonists	Salmonella PhoP GFP	MgcRacGAP inhibition	NTR1 ag	NTR1 ag cell count 20 µM	GPR55 LPI antagonism	HIV peptide binding
16	Cc1ccc(CN2C(=O)NC(=O)C3(Cc4c(nc5ccccn5c4=O)N4CCCCCC43)C2=O)cc1 (configuration not stated)	0%	-2%	i	1.1	-10%	-8%	-1%	35	64	1%	-1.5%
17	COc1cc(N2CCOCC2)ccc1/C=C1\C(=O)NC(=O)N(Cc2cccs2)C1=O	19%	-6%	i	0.1	-6%	-3%	46%	-2.3	54	10%	11%
18	CC1=C(C(=O)N2CCC3(CC2)OCCO3)C2(CCC(C)CC2)OC1=O (configuration not stated)	1%	5%	i	0.2	8%	-1%	-3%	-2.1	80	-11%	1.5%
19	COc1cc(CN2CC=C(c3ccc(F)cc3)CC2)cc(OC)c1	5%	-4%	i	0.9	2%	8%	2%	-1.4	61	-5%	-1.0%
20	CCOc1ccc(Cc2c(O)[nH]c(=O)[nH]c2=O)cc1	0%	-5%	i	0.8	2%	0%	8%	0.7	55	4%	-2.0%
21	O=C1NC(=O)C(C(CC(=O)c2ccccc2)c2ccccc2)C(=O)N1 (configuration not stated)	-1%	-2%	i	0.2	10%	7%	0%	-1.3	57	7%	-1.2%
22	O=C1NC(=O)N(Cc2ccco2)C(=O)/C1=C\c1cccn1CCOc1ccc(Cl)cc1	1%	4%	+	0.7*	4%	-4%	12%	8.8	52	-6%	93%
23	C[C@]12CC(=O)CC1CCC1C2CC[C@@]2(C)C1CC[C@@H]2O (some centres not stated)	2%	-12%	i	1.1	0%	8%	8%	-1.7	45	-23%	0.0%
